Screening data from PubChem BioAssay.
APJ ag: activates the human apelin receptor APJ; P35414; CHO-K1 APJ PathHunter beta-arrestin, luminescence; 0% DMSO wells, 100% apelin; activation, % at 20 µM; 330,000 compounds, 0.11% hits; AID 2520;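 active = activation more than six SD over the plate average, tested at 20 µM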;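 also: 0% = DMSO alone and 100% = apelin-13 at 10 nM; some results filed as inactive read as strong as hits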
Target sequence (P35414 whole entry, looked up): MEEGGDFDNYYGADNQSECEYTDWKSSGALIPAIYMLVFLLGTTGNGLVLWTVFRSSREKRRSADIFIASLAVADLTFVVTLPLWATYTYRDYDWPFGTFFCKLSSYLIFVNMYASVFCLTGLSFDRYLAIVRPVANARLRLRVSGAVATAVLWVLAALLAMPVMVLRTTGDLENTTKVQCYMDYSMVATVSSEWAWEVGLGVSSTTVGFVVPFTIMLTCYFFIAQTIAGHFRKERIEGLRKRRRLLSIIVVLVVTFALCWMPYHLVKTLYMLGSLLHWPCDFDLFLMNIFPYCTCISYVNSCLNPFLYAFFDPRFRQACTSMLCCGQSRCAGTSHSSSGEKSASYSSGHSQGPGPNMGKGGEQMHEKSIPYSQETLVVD
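Test system: CHO-K1 APJ beta-arrestin complementation cell line. Amount: cell density 1000 per well. Controls: DMSO negative, 10 nM Apelin-13 positive. Signal: luminescent beta-gal fragment complementation, chemiluminescent substrate. Read-out basis: agonist-driven arrestin binding to APJ. Timing: compound stimulation 90 min at 25 °C, detection 60 min.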
697 NFkB inh: lowers PMA/ionomycin-induced NF-kB signal in 697 B cells | 697 B-cell NF-kB luciferase reporter, 16 h | inhibition, % at 4 µM | 330,000 compounds, 0.33% hits | AID 435022; in the data active = inhibition above about 35%
tim23-1 inh: tim23-1 yeast growth inhibition; S. cerevisiae tim23-1 growth, BacTiter-Glo luminescence, 24 h; inhibition, % at 20 µM; 330,000 compounds, 1.3% hits; AID 463212;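 active = growth inhibition of the mutant yeast at or above 50%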;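 also: temperature-sensitive mutant grown at 25 °C; plate controls were DMSO-treated mutant yeast for no effect and medium wells lacking yeast for full effect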
APJ antag: antagonists of human APJ apelin receptor; P35414; CHO-K1 APJ beta-arrestin complementation, luminescence; inhibition, % at 20 µM; 330,000 compounds, 0.32% hits; AID 2521;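 active = inhibition above about 40% at 20 µM, limit read from the data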;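 also: cells challenged with 10 nM apelin-13 agonist together with compound; plate controls were apelin-13 plus DMSO wells for no effect and DMSO wells lacking apelin-13 for full effect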
Jurkat NFkB inh: lowers PMA/ionomycin-induced NF-kB signal in Jurkat cells; PMA/ionomycin-induced NF-kB luciferase reporter, luminescence; inhibition, % at 4 µM; 330,000 compounds, 0.53% hits; in the data active = inhibition above about 50%
CHOP UPR activ: apoptotic UPR (CHOP) activation. activation, % at 10 µM. AID 449763. 330,000 compounds, 0.34% hits. CHO-CHOP luciferase reporter, luminescence; percent of tunicamycin response over DMSO baseline;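 active = at 10 µM dose, activation of 40% or more, normalized to positive control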;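 also: 100% = tunicamycin at 10 µg/mL and 0% = DMSO alone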
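Material: CHO-CHOP cells, stable luciferase reporter of PERK-eIF2a-CHOP signalling; quantity: 500 reporter cells seeded per well; buffer or medium: F12 medium containing 10% fetal bovine serum; compound: one dose, 10 µM in 0.5% DMSO; incubation: 6 h compound treatment, 37 °C; measured by: Steady-Glo luciferase luminescence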
Mdm2 MdmX PPI: human Mdm2/MdmX binding inhibition. SaOS-2 split-luciferase Mdm2/MdmX complementation, luminescence. O15151+Q00987. inhibition, % at 8 µM. 330,000 compounds, 3% hits;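 active = inhibition of at least 50% at 8 µM in the primary screen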
UPR XBP1 act: activators of adaptive arm of unfolded protein response (XBP1); CHO-XBP1 luciferase reporter, IRE1-XBP1 UPR activation, luminescence; percent of tunicamycin response, DMSO as zero; AID 463104; activation, % at 20 µM; 330,000 compounds, 0.33% hits;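 active = versus positive control, 20 µM dose yields 30% or more activation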;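 also: 100% = tunicamycin at 10 µg/mL and 0% = DMSO only wells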
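Assay system: IRE1-XBP1 luciferase reporter CHO line. Input: 1000 cells/well. Buffer or medium: F12 with 10% serum. Doses: 20 µM, 1% DMSO. Times: overnight seeding at 37 °C, 6 h compound treatment at 37 °C. Technique: Steady-Glo luciferase glow luminescence, 10 min after reagent addition.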
Numbers without * were called inactive. Rows were taken by chance; overall some 5% were active at least once.

Compound,APJ ag,697 NFkB inh,tim23-1 inh,APJ antag,Jurkat NFkB inh,CHOP UPR activ,Mdm2 MdmX PPI,UPR XBP1 act
O=C(c1ccccc1)N1CCC(CC2CC(c3cccc(Br)c3)=NO2)(C(=O)NCC2CCCCC2)CC1 (stereo not drawn),2,3,0,2,18,-0.3,11,0
COc1ccccc1CNC(=O)C1CC(c2ccccc2C(F)(F)F)=NO1 (stereo not drawn),5,-14,25,-5,-1,1.0,19,-2
COc1ccc2c(=O)c(-c3ccccc3)coc2c1,-4,-146,17,4,-108,1.1,-186,0
Cc1ccc(S(=O)(=O)N2CCC(C(=O)OCC(=O)NCc3cccc(Cl)c3)CC2)cc1C,-2,-1,10,-9,0,0.2,-8,0
O=C(/C=C/c1ccco1)N(Cc1ccc(Cl)cc1)C1CCS(=O)(=O)C1 (stereo not drawn),0,0,9,14,8,-2.8,7,-2
CNC(=S)N1N=C(c2ccc(Br)cc2)CC1c1ccc(Br)cc1 (stereo not drawn),0,6,21,7,8,5.1,10,1
CCOC(=O)CSc1nnc(CNC(=O)c2cccs2)n1-c1cc(C)ccc1C,-3,-6,11,-4,13,0.2,-2,1
OCCOCCNc1ncnc2nc[nH]c12,4,-6,9,-9,-2,-0.1,-24,-1
O=C(Cc1ccc(-n2c(=O)c3ccccc3n(Cc3cccc([N+](=O)[O-])c3)c2=O)cc1)NCC1CCCO1 (stereo not drawn),-2,3,9,2,13,0.4,-19,1
CCNc1cc(=O)n(C)c(=O)n1C,-1,27,10,7,16,-2.8,1,-2
CN(C)CCn1c(=O)n(C2CCCCC2)c(=O)c2c3c(sc21)CCCCC3,2,21,5,21,6,13,59*,10
CCCCC(C(=O)O)C(C)CC(=O)Nc1cccc(C(=O)O)c1 (stereo not drawn),2,-11,4,10,-3,-0.6,2,0
NNC(=O)c1ccc(-c2ccccc2F)cc1,5,17,24,-19,0,-0.5,-9,1
O=C(c1ccco1)N1CCN(Cc2nc3cc(Cl)ccc3c(=O)[nH]2)CC1,-3,13,13,21,0,2.1,15,-3
Cc1ccc(C)c(N(CC(=O)NC(C)(C)C)C(=O)CCC(=O)Nc2nccs2)c1,-2,-7,13,6,-11,0.0,2,-5
O=C(NCc1cccnc1)c1cccc(-c2cc3ccccc3oc2=O)c1,0,-32,10,-8,-27,1.6,0,1
Cc1ccc(NC(=S)N2CCN(C(=O)C3CCCO3)CC2)c(C)c1 (stereo not drawn),-1,3,6,19,-2,-0.3,7,1
O=C(COc1cccnc1[N+](=O)[O-])Nc1c(Cl)cccc1Cl,-5,-18,4,3,-12,1.4,-5,-1
COc1ccc(NC(=O)c2cccnc2)c([N+](=O)[O-])c1,0,-29,-4,-36,37,0.9,32,1
CC(=O)N1CCc2cc(S(=O)(=O)NCCN3CCC(C)CC3)ccc21,0,2,1,13,2,-0.3,15,2
O=C(NCCc1ccc(C(F)(F)F)cc1)c1ccc2c(c1)OCO2,-3,-11,20,-16,-1,1.4,-42,-2
CCOc1ccc(S(=O)(=O)N(CC)CC(=O)N2CCOCC2)cc1C,0,4,-3,3,10,0.0,13,-1
Cc1ccc2nc(C(Cl)(Cl)Cl)nc(N/N=C/c3ccncc3)c2c1,-2,2,-1,-8,-1,0.0,-1,-1
NS(=O)(=O)c1ccc(CCNC(=O)c2cccc(OC(F)F)c2)cc1,0,9,-2,-1,1,0.3,-4,-1
COc1cc(C2c3c(oc4c(C)cc(C)cc4c3=O)C(=O)N2Cc2cccnc2)ccc1O (stereo not drawn),-3,-6,4,11,-2,0.3,16,2

A draw from above in order of SMILES length, largest number first:
Compound,APJ ag,697 NFkB inh,tim23-1 inh,APJ antag,Jurkat NFkB inh,CHOP UPR activ,Mdm2 MdmX PPI,UPR XBP1 act
O=C(Cc1ccc(-n2c(=O)c3ccccc3n(Cc3cccc([N+](=O)[O-])c3)c2=O)cc1)NCC1CCCO1 (stereo not drawn),-2,3,9,2,13,0.4,-19,1
Cc1ccc(S(=O)(=O)N2CCC(C(=O)OCC(=O)NCc3cccc(Cl)c3)CC2)cc1C,-2,-1,10,-9,0,0.2,-8,0
Cc1ccc(C)c(N(CC(=O)NC(C)(C)C)C(=O)CCC(=O)Nc2nccs2)c1,-2,-7,13,6,-11,0.0,2,-5
CN(C)CCn1c(=O)n(C2CCCCC2)c(=O)c2c3c(sc21)CCCCC3,2,21,5,21,6,13,59*,10
COc1ccccc1CNC(=O)C1CC(c2ccccc2C(F)(F)F)=NO1 (stereo not drawn),5,-14,25,-5,-1,1.0,19,-2
O=C(COc1cccnc1[N+](=O)[O-])Nc1c(Cl)cccc1Cl,-5,-18,4,3,-12,1.4,-5,-1
CNC(=S)N1N=C(c2ccc(Br)cc2)CC1c1ccc(Br)cc1 (stereo not drawn),0,6,21,7,8,5.1,10,1
CCCCC(C(=O)O)C(C)CC(=O)Nc1cccc(C(=O)O)c1 (stereo not drawn),2,-11,4,10,-3,-0.6,2,0
CCNc1cc(=O)n(C)c(=O)n1C,-1,27,10,7,16,-2.8,1,-2

The list continues:
Compound,APJ ag,697 NFkB inh,tim23-1 inh,APJ antag,Jurkat NFkB inh,CHOP UPR activ,Mdm2 MdmX PPI,UPR XBP1 act
CC1=C(C(=O)OCC(C)C)C(c2cc3c(cc2Br)OCO3)NC(=O)N1C (stereo not drawn),-2,2,17,11,-3,-1.1,6,2
Cc1cccc(CSC2=NCCN2C(=O)C2CC2)c1,-5,-19,-6,-3,-11,-1.4,-4,0
COc1ccccc1Cn1c(=S)[nH]c2cc(C(=O)NCCN(C)C)ccc2c1=O,-1,14,6,15,9,-1.2,23,-1
Fc1ccc(OCc2nnc(-c3ccccc3Br)o2)c(Cl)c1,1,-85,37,12,-62,7.6,-106,2
CN(C)CCCNc1c2c(nc3cc(-c4cccc(F)c4)nn13)CCC2,-2,9,1,18,3,1.7,42,1
Cc1c(Cl)cccc1-n1cnc(=O)c2ccccc21,-4,10,15,23,8,0.2,2,4
Nc1ccc(C(=O)O)cc1S(=O)(=O)O,1,22,-9,2,4,1.5,11,-1
O=C1c2cnc3ncnn3c2CC2c3ccccc3CCN12 (stereo not drawn),-5,11,1,27,12,0.6,17,-3
O=C(Nc1ccccc1C(=O)N1CCCCCC1)c1ccc(F)cc1,-4,23,24,15,1,-0.2,-8,-3
Nc1nnc(SCc2coc(-c3ccc(Cl)cc3)n2)s1,-4,-59,1,-3,-30,4.0,-15,5
COc1ccccc1NC(=O)CCn1c(=S)oc2ccccc21,0,3,14,-1,-23,1.9,10,0
COc1ccc(CCNC(=O)COc2cccc(-n3cnnn3)c2)cc1,-1,-7,10,24,3,1.3,4,-4
c1ccc2c(c1)NCCS2,-3,-18,-3,-4,-25,3.7,21,0
CS(=O)(=O)N1CCCC(C(=O)NCCc2ccc(Cl)cc2)C1 (stereo not drawn),-2,-6,-8,10,-11,-1.6,19,-3
Cc1cc(=O)n2c(n1)NC(=NCc1ccccc1)NC2c1ccccc1 (stereo not drawn),-1,12,-5,6,-2,1.2,17,0
COC(=O)C1=C(C)N(CCc2ccccc2)C(=O)C1,0,-10,13,-9,-8,-1.5,21,-1
CC1CN(C(=O)c2ccc(CNS(=O)(=O)c3cccc(Cl)c3)cc2)CC(C)O1 (stereo not drawn),4,-6,5,15,5,1.7,25,-5
CCC(C)(C)n1c(=O)[nH]c2c(c1=O)CCC2,-2,10,-13,-8,-7,-1.3,29,-2
CC1(C)C2CC=C(/C=N/n3cnnc3)C1C2 (stereo not drawn),-2,22,5,8,-1,0.2,15,-3
COc1ccc2c(c1)c(C(=O)CN1CCC(C(N)=O)CC1)c(C)n2C,0,-16,7,-1,-2,-2.7,4,1
Cn1nc(C(F)(F)F)c(C(=O)Nc2ccc(F)cc2)c1Cl,4,-2,0,-12,-3,-1.6,-18,-2
CCOC(=O)Cc1csc(NC(=S)NC(=O)c2cc(OC)c(OC)c(OC)c2)n1,-6,14,30,35,-1,-0.4,6,-2
CC(C)CN(C(=O)COC(=O)c1cncc(Br)c1)c1c(N)n(Cc2ccccc2)c(=O)[nH]c1=O,-1,-13,-6,-5,-3,1.0,22,-2
CCn1ccc(C(=O)Nc2ccccc2SC)n1,-5,-42,8,9,-42,6.5,-26,3
O=C(ON=C1CCN(S(=O)(=O)c2ccccc2)CC1)c1ccccc1,5,12,39,11,-3,0.6,18,1

(more compounds)
Below each SMILES – APJ ag | 697 NFkB inh | tim23-1 inh | APJ antag | Jurkat NFkB inh | CHOP UPR activ | Mdm2 MdmX PPI | UPR XBP1 act
O=c1c2ccccc2ncn1Cc1nc2ccccc2s1
  -2 | 4 | 2 | 24 | -11 | -0.4 | 6 | 4
COc1ccc(-n2ncc3c2CC(C)(C)CC3NC(=O)c2ccnn2C)cc1 (stereo not drawn)
  0 | -4 | 19 | 4 | 3 | 0.7 | 21 | -4
Cc1ccc2nsnc2c1NC(=O)CCc1ccccc1
  -2 | 14 | 4 | 2 | -5 | -0.5 | -10 | -2
COc1ccc(C(=O)Nc2ccc3c(c2)C(=O)N(C)C3=O)cc1OC
  4 | -52 | -24 | 3 | -15 | 4.6 | 7 | -2
CCOC(=O)CN1C(=O)S/C(=C/c2ccc(OCc3ccc(C(=O)O)cc3)cc2)C1=O
  -5 | -9 | 8 | 11 | -14 | -1.0 | 11 | -2
CCOC(=O)c1c(-c2ccc(OC)cc2)csc1NC(=O)CSc1ccccc1
  -7 | -3 | -15 | -7 | 5 | 0.1 | 13 | -1
CCOC(=O)C1(CCOc2ccccc2)CCN(Cc2cc(OC)c3c(c2)OCO3)CC1
  -3 | -13 | 13 | 1 | 27 | -0.3 | 25 | -3
Cc1cc(OCC(=O)NCc2ccccn2)c2c(C)c(Cc3ccccc3)c(=O)oc2c1
  -3 | 8 | 14 | 20 | 25 | -1.6 | 16 | -3
O=C(Nc1ccnc(-c2cccnc2)n1)c1cccc(Cl)c1Cl
  -2 | -26 | 25 | 8 | 11 | 5.4 | 24 | 2
O=C(CCC(=O)OCc1ccc([N+](=O)[O-])cc1Cl)Nc1ccccc1
  2 | -17 | 3 | -9 | 6 | 1.6 | 10 | 3
CCOc1ccc(CCNC(=O)COC(=O)/C=C/c2ccc(OCC#N)c(OC)c2)cc1OCC
  0 | -3 | 3 | 7 | 5 | 0.0 | -3 | -1
CCOc1ccccc1N(CC(=O)N/N=C(\C)c1cccc(Br)c1)S(C)(=O)=O
  -3 | -9 | 8 | -25 | -5 | -1.3 | -14 | 4
COC(=O)c1ccc(-n2nnnc2SCC(=O)Nc2ccccc2F)cc1
  -1 | 11 | -1 | 13 | 9 | 1.9 | 16 | -2
O=C(NCCCO)C(=O)NCC1OCCCN1S(=O)(=O)c1cccs1 (stereo not drawn)
  -5 | 15 | -8 | 13 | 13 | -1.7 | 6 | -4
